Screening results from PubChem BioAssay.
MT stabilize HCS: microtubule stabilizers in HeLa cells; % tubulin-high responders, % at 10 µM; actives 0.83% (n = 200,000); AID 2205; HeLa tubulin immunostaining HCS, 24 h; share of cells brighter than vehicle mean+2SD;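 active means plate Z-score above 3 for both tubulin-high and condensed-nucleus cell shares, with cell loss under 80%, at 10 µM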;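 further: anti alpha tubulin signal scored within the nucleus-defined area of each cell; some results filed as inactive read as strong as hits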
Yfh1-off respiration: mitochondrial function rescue without frataxin homolog – Friedreich's ataxia, plus single-dose screen, dose response (AID 1465). one-dose fold induction at 50 µM; EC50 in µM for titrated hits. S. cerevisiae Yfh1-off respiration, WST-1 reduction, 72 h; higher fold induction means a stronger effect. actives 0.074% (n = 220,000);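 active means fold induction of absorbance versus untreated yeast above a set limit, then at least 30% activation at any dose in follow-up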;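 further: activators that raise dye reduction in frataxin-depleted yeast; strong numbers were not always called active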
b-catenin transl: modulators of beta-catenin nuclear translocation | HeLa beta-catenin nuclear translocation, immunofluorescence imaging | nuclear translocation activity, % at 5 µM | actives 0.3% (n = 190,000);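 active means nuclear translocation activity above 50% at 5 µM, with a well cell count of 50 or more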;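 further: per-cell ratio of nuclear to cytoplasmic median beta-catenin stain intensity; plate controls were DMSO negative control for no effect and GSK-3 inhibitor IX positive control for full effect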
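Assay system: human HeLa cells, native beta-catenin; doses: 5 µM primary, 0.02–20 µM confirmation; incubation: compound treatment 24 h, 37°C, 5% CO2; technique: fluorescence imaging of beta-catenin antibody stain plus DAPI; measure: % activation, nuclear-to-cytoplasmic median beta-catenin signal ratio per cell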
Autophagy mod: modulators of autophagy | calls only at 10 µM (by protocol) | MEF GFP-LC3 puncta imaging; test concentration mostly 10 µM | actives 0.98% (n = 190,000) | AID 463193;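 active means percentage of spot-positive cells more than 3 SD above its plate mean, without a fluorescence outlier flag or 80% toxicity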;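 further: spot-positive cell cutoff set from DMSO-treated cells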
P. falciparum M17LAP: P. falciparum M17LAP inhibitors, primary screen, biochemical, fluorogenic H-Leu-NHMec substrate, 1536-well (AID 1619). actives 0.38% (n = 220,000). inhibition, % at 30 µM, or IC50 in µM where a hit was titrated. recombinant M17LAP, H-Leu-NHMec fluorogenic kinetic assay; higher % means a stronger effect;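 active means compound inhibiting the enzyme by more than half at any dose during confirmatory dose-response retesting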;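 further: plate controls were full reaction with DMSO carrier for no effect and no enzyme background for full effect; strong numbers were not always called active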
T cell modulator: T cell immune modulators affecting CD8 T cell-vesicle binding. 2C CD8+ T cell-vesicle binding, flow cytometry; stronger effect = lower value. actives 0.068% (n = 330,000). calls only at 7 µM;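 active means response, share of CD8 T cells binding vesicles, and their 90th percentile fluorescence all below set limits, cut at about 80% in these data, passing the limit was not always enough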
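Benchmarks: naked versus QL9-loaded vesicles / Assay system: purified 2C TCR transgenic mouse naive CD8+ T cells / Technique: high-throughput flow cytometry with anti-B7-1 and anti-CD8 staining / Timing: Cell–vesicle co-incubation 1.5 h at 37 °C, staining 20 min on ice / Read-out: percent CD8+ FL2 mean versus row control / Probe or stimulus: QL9-loaded Drosophila micro-vesicles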
WT yeast gro inh: growth inhibition of WT yeast, mitochondrial fusion screen; mitochondrial fusion phenotypic screen, WT strain; inhibition, % at 10 µM; actives 2.1% (n = 190,000); AID 1362; in the data active means inhibition above about 58%; tested in S. cerevisiae
P. falciparum M1AAP: P. falciparum M1AAP inhibitors, biochemical, fluorogenic H-Leu-NHMec substrate, 1536-well (AID 1445); recombinant M1AAP, H-Leu-NHMec fluorogenic kinetic assay; higher % means a stronger effect; inhibition, % at 30 µM, or IC50 in µM where a hit was titrated; actives 0.42% (n = 220,000);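 active means primary inhibition above the hit cutoff, then over 50% inhibition at one or more dose response concentrations, cut at about 23% in these data, passing the limit was not always enough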;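 further: plate controls were DMSO full reaction for no effect and no enzyme background for full effect; strong numbers were not always called active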
Dynein cargo inh: dynein cargo transport inhibition. 3617.4 mouse cells, GR-EGFP nuclear translocation imaging; test concentration mostly 20 µM; stimulated with dexamethasone, 1 µM; stronger effect = lower value. z-score, hits read low. actives 0.47% (n = 220,000);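 active means plate z-score of nuclear minus cytoplasmic receptor signal below a set negative limit, without overly bright fluorescence or cell loss, cut at about -3.5 in these data, passing the limit was not always enough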;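 further: z-score of nuclear minus cytoplasmic ring GR-EGFP intensity difference per well; some compounds called inactive have numbers as strong as hits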
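Buffer or medium: tet-free medium with charcoal-stripped serum / Also added: dexamethasone agonist, 1.0 µM final, for 30 min / Timing: induction 48 h, compound 1 h, agonist 30 min / Measured by: high-content fluorescence imaging after fixation / Read-out: nuclear-to-cytoplasmic GR-EGFP distribution per well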
WT yeast gro inh mutant strain: recorded beside WT yeast gro inh, whose call it bears; inhibition, %; mitochondrial fusion phenotypic screen, mutant strain inhibition
Dynein cargo inh cytoplasmic EGFP: further read-out of Dynein cargo inh, marked with its call; z-score; measured here: cytoplasmic GR-EGFP intensity; stronger effect = higher value
Dynein cargo inh nuclear GR-EGFP: also measured in Dynein cargo inh; calls as there; z-score; measured here: nuclear GR-EGFP intensity;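 lower value marks the stronger effect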
Dynein cargo inh cell count: further read-out of Dynein cargo inh, marked with its call; z-score; measured here: cell count per field
b-catenin transl cell count 5 µM: also measured in b-catenin transl; calls as there; cell count; measured here: cell count, cytotoxicity flag
T cell modulator vesicle-bound %: recorded beside T cell modulator, whose call it bears; double positive events, %; measured here: CD8+ vesicle-bound cell fraction;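 binding gate set so that unloaded-vesicle control wells show 10% double positive cells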
MT stabilize HCS Hoechst-high %: recorded beside MT stabilize HCS, whose call it bears; % Hoechst-high responders; measured here: nuclear condensation Hoechst responders;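 share of cells brighter than vehicle mean plus two SD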
MT stabilize HCS cytotoxicity %: second read-out of MT stabilize HCS, no call of its own (marks repeat the call); toxicity, %; measured here: cytotoxicity by cell density;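 0% = mean cell density of plate MIN control wells and 100% = no cells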
Autophagy mod cell loss 18 h: recorded beside Autophagy mod, whose call it bears; toxicity, %; measured here: cell loss, nuclei count;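 cell loss after 18 h compound exposure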
The depositor's hits bear a star; i = inactive; / = no result given.

SMILES	MT stabilize HCS	MT stabilize HCS Hoechst-high %	MT stabilize HCS cytotoxicity %	Yfh1-off respiration	b-catenin transl	b-catenin transl cell count 5 µM	Autophagy mod	Autophagy mod cell loss 18 h	P. falciparum M17LAP	T cell modulator	T cell modulator vesicle-bound %	WT yeast gro inh	WT yeast gro inh mutant strain	P. falciparum M1AAP	Dynein cargo inh	Dynein cargo inh cytoplasmic EGFP	Dynein cargo inh nuclear GR-EGFP	Dynein cargo inh cell count
O=[N+]([O-])C(=C1NCCN1)C(Cl)=C(Cl)Cl	2.7	1.9	9.0	i	-1.3	1063	i	10	23%	i	50	2	-3	3%	-1.6	-0.15	-0.58	1.2
Cn1ncc(Cl)c1C(=O)NCc1ccco1	3.3	2.4	1.0	i	-1.8	1036	i	3	-4%	i	44	11	9	3%	-0.77	-0.28	-0.18	0.57
CCN(CC)C(=O)C(=O)Nc1ccc(Oc2ccccc2)cc1	1.7	1.6	4.2	i	-0.1	1516	i	6	-2%	i	65	-1	-10	0%	-0.18	-0.23	0.026	0.36
O=C(CN1CCCCCCC1)Nc1cccc(Cl)c1Cl	1.4	2.6	7.1	i	-2.4	1103	i	2	-1%	i	18	-2	5	4%	-0.51	-0.39	-0.58	0.5
CCOC(=O)c1ccc(NC(=O)C2=C(C)Nc3nc(CCCO)nn3C2c2cccc(C)c2)cc1 (stereo unspecified)	4.7	1.7	6.9	i	/	/	i	18	-3%	i	46	2	7	-1%	1.7	0.32	1.2	0.67
CCOC(=O)C1CCN(C2=C(NS(=O)(=O)c3ccc(Cl)cc3)C(=O)c3ccccc3C2=O)CC1	/	/	/	i	0.9	1315	/	/	2%	i	30	/	/	8%	-0.53	-0.19	-0.15	0.62
CCOc1ccc(OCc2cccc(C(=O)O)c2)cc1	/	/	/	i	-0.6	1161	/	/	25µM*	i	15	26	27	0%	/	/	/	/
O=C(/C=C/c1ccc2c(c1)OCO2)Nc1ccc(Cl)cn1	2.9	2.9	3.9	i	-1.5	1075	i	15	-3%	i	54	16	-4	-1%	0.5	-0.21	0.15	0.27
C/C(=N/NC(=O)CNC(=O)c1cccnc1)c1ccco1	/	/	/	i	12	857	/	/	-4%	i	43	/	/	-2%	-1.3	1.2	-0.4	0.72
O=C(NCC(c1cccnc1)N1CCN(c2ccc(F)cc2)CC1)c1cccc(Cl)c1 (stereo unspecified)	3.3	2.1	9.8	i	-0.8	1368	i	7	-5%	i	41	-2	-25	2%	-0.55	-0.28	-0.14	0.5
O=C(Nc1ccc(Cl)cc1)N1CCC(CO)(Cc2ccccc2)CC1	1.4	2.2	12	i	0.3	1100	i	15	16%	i	58	6	0	14%	-0.73	-0.33	-0.54	1.2
COC(=O)C(C)(C(=O)OC)c1ccccc1[N+](=O)[O-]	4.1	2.6	7.0	i	8.0	993	i	1	13%	i	44	6	21	-2%	0.55	-0.11	0.28	-0.33
O=C(CSc1nnnn1C1CCCCC1)N1CCc2ccccc21	2.6	1.8	9.7	i	-1.4	1081	i	8	-4%	i	4	10	10	10%	-0.25	-0.15	-0.77	0.33
CC(=O)c1ccc2c(c1)OCCOCCOCCOCCO2	/	/	/	i	1.4	1373	/	/	-5%	i	4	/	/	7%	0.43	-0.3	0.3	0.2
CCNC(=S)N/N=C(\C)c1ccc2ccccc2c1	4.2	2.3	6.8	i	-0.5	1110	i	-9	-3%	i	34	72*	63*	5%	1.6	-0.33	1	-0.79
COC(=O)C1C(=O)NCC1c1ccc(OC)cc1 (stereo unspecified)	1.6	1.4	7.6	i	-3.4	995	i	-7	-3%	i	18	-17	-23	0%	-0.35	-0.14	-0.14	-0.81
Cc1ccc(-c2csc(Nc3ccc(C(=O)O)cc3)[n+]2Cc2ccccc2)cc1	2.2	2.0	7.8	i	-0.7	1553	i	15	-2%	i	33	-5	-2	-3%	-0.066	-0.32	0.08	0.68
O=C(NCC(=O)N1CCCCC1)c1ccc(Cl)cc1Cl	2.5	1.5	7.4	i	/	/	i	-9	28%	i	41	-27	-10	6%	0.56	-0.29	0.95	1.6
Cc1ccc(C(c2sc3nc(C)nn3c2O)N2CCN(c3ccc(F)cc3)CC2)cc1 (stereo unspecified)	4.9	2.0	4.9	i	1.1	772	i	5	2%	i	15	-16	-3	2%	2.8	-0.073	1.5	-1.9
CC(=O)Oc1ccccc1N(C(C)=O)S(=O)(=O)c1ccc2ccccc2c1	2.6	3.1	4.2	i	-0.4	1581	i	0	11%	i	59	58	0	3%	-0.18	-0.2	0.14	-0.79
O=C(Nn1c(-c2ccccc2)nc2ccccc2c1=O)c1ccc([N+](=O)[O-])cc1	2.4	2.9	12	i	-0.8	925	i	7	35%	i	42	-6	-26	17%	0.37	-0.26	-0.051	-0.63
CCOC(=O)C1=C(O)/C(=C/c2ccc(OCC(=O)O)c(OC)c2)SC1=Nc1ccc(OC)cc1	5.9	1.1	3.0	i	-0.8	971	i	10	42%	i	42	-12	2	87µM*	0.24	-0.27	0.25	0.22
COc1ccc(C(C(=O)NC2CCCC2)N(C(=O)c2ccoc2C)c2ccc(C)c(C)c2)cc1 (stereo unspecified)	7.2	2.3	6.6	i	-1.2	964	i	19	5%	i	39	49	9	2%	0.44	-0.26	0.31	0.65
Cc1ccc(-c2nnn(CC(=O)NC3CCN(Cc4ccccc4)CC3)n2)cc1	4.3	1.7	3.9	i	2.4	976	i	-15	15%	i	35	-4	-11	2%	-0.23	-0.18	0.26	-1.3
O=C(OCc1nnc(-c2ccccc2)o1)c1ccc(S(=O)(=O)NCc2ccco2)cc1	1.3	0.8	28	i	-0.2	1081	i	1	2%	i	28	-1	-12	0%	-1.2	-0.12	-0.37	-0.9
NC(=O)COC(=O)c1c2c(nc3ccccc13)CCCCC2	2.7	2.7	6.9	i	-2.0	1038	i	-6	0%	i	47	-15	4	3%	-0.59	0.13	0.26	0.09
O=S(=O)(c1cccs1)n1nnc2ccccc21	5.6	1.7	3.5	i	-3.8	1027	i	2	23%	i	52	9	-4	2%	1.4	-0.14	0.62	-1.1
C=CCn1c(P(=O)(O)c2ccccc2)nc2ccccc21	1.4	1.9	6.6	i	-2.3	1310	i	-6	4%	i	23	-2	-17	5%	0.36	-0.1	0.41	-0.54
CCCC(=O)N1CCN(c2ccc(NC(=O)c3cc4ccccc4o3)cc2)CC1	2.9	2.6	5.9	i	-1.6	1063	i	2	13%	i	36	2	-7	7%	-0.35	-0.22	0.12	0.53
CC12CCC(C(=O)Nc3ccc(Br)cn3)(OC1=O)C2(C)C (stereo unspecified)	/	/	/	i	-3.8	1193	/	/	-8%	i	26	/	/	1%	-0.77	-0.3	-0.78	1.2
O=C(Nc1ccc(Oc2nnc(-c3ccccc3)c3ccccc23)cc1)c1ccccc1	2.5	1.6	14	i	-1.1	833	i	2	-3%	i	30	29	11	0%	0.5	-0.057	0.43	-0.16
O=C(CSc1nnc(Cn2nnc3ccccc32)o1)N(Cc1ccc(Cl)cc1)c1ccccc1	1.3	0.5	6.4	i	2.1	1153	i	8	8%	i	39	0	-17	5%	-0.031	-0.12	-0.21	0.092
COc1cc(/C(C#N)=C/c2ccccc2)c([N+](=O)[O-])cc1OC	4.2	2.2	0.4	i	3.5	479	i	-7	12%	i	33	4	-3	0%	-0.75	-0.17	-0.57	0.7
CCOc1ccccc1C(=O)N1CCN(c2ccc(C(F)(F)F)cn2)CC1	2.4	2.3	9.4	i	-1.0	982	i	22	10%	i	51	10	12	-2%	2.1	-0.052	1.6	-2
COc1ccc(NC(=O)N2CCCC2C(=O)NCc2ccc(C)cc2)cc1 (stereo unspecified)	5.3	1.7	4.0	i	0.1	1528	i	27	1%	i	56	-4	9	9%	0.37	-0.35	-0.2	-0.35
Cc1ccc(/C=C/C(=O)c2ccc(N3CCOCC3)cc2)s1	3.5	2.1	1.8	i	-1.7	956	i	20	12%	i	51	35	28	-1%	0.41	0.36	0.4	-1.3
CCOC(=O)c1csc(NC(=O)c2cc(=O)c3ccccc3o2)n1	6.4	1.5	7.2	i	-5.1	1142	i	-7	0%	i	48	-8	-3	8%	-0.5	-0.35	-0.23	0.52
